PAFAH1B2 FP inh: PAFAH1B2 enzyme inhibitors, primary screen, biochemical, fluorescence polarization, human. recombinant PAFAH1B2, FP-rhodamine activity probe. AID 492953, 2010. actives 1.2% (n = 340,000). Platelet-activating factor acetylhydrolase IB subunit alpha2 (Homo sapiens), P68402. inhibition, % at 3.39 µM;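 active = inhibition above the mean of all tested compounds plus 3 SD, cut at about 24% in these data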;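 note: 0% = enzyme with DMSO and 100% = wells lacking PAFAH1B2; many of its hits are not listed in these tables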
LYPLA1 counter: LYPLA1 inhibitors, primary screen, counter-screen for PME1 inhibitor project, biochemical, fluorescence polarization, FP-Rh probe ABPP. recombinant LYPLA1. inhibition, % at 5.9 µM. actives 0.16% (n = 320,000). AID 2174, 2009;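 active = inhibition above the mean of all tested compounds plus 3 SD, set per campaign, cut at about 14% in these data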;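 note: inhibitors block serine hydrolase probe labeling of LYPLA1 so polarization falls; 0% = enzyme with DMSO and 100% = wells lacking LYPLA1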
Target sequence (O75608 whole entry, looked up): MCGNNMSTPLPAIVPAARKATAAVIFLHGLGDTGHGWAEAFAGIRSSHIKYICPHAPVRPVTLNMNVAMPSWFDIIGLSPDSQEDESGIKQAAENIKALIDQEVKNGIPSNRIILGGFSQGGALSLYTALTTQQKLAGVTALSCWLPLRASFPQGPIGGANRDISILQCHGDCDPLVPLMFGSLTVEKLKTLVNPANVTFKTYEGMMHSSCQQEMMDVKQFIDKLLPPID
EBNA-1 inh: EBNA-1 DNA-binding inhibitors, primary screen, biochemical, fluorescence polarization. actives 0.34% (n = 300,000). inhibition, % at 14.8 µM; in the data active = inhibition above about 28%
PAFAH1B3 FP inh: PAFAH1B3 enzyme inhibitors, primary screen, biochemical, fluorescence polarization, human; recombinant PAFAH1B3, FP-rhodamine probe; inhibition, % at 3.39 µM; Platelet-activating factor acetylhydrolase IB subunit alpha1 (Homo sapiens), Q15102; AID 492972, 2010; actives 0.28% (n = 340,000);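 active = inhibition above the screen-wide average of all tested compounds plus 3 SD, cut at about 25% in these data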;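 note: 0% = enzyme with DMSO only and 100% = wells lacking PAFAH1B3 protein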
Target sequence (Q15102 whole entry, looked up): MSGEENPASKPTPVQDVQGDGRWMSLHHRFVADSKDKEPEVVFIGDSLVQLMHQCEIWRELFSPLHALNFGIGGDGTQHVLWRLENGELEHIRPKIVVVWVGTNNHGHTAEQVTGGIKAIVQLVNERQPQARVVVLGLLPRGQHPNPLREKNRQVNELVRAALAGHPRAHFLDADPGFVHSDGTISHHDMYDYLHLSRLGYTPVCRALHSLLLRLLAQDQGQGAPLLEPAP
PREPL inh: PREPL enzyme inhibitors, primary screen, biochemical, fluorescence polarization | Prolyl endopeptidase-like (Homo sapiens), Q4J6C6 | recombinant PREPL, fluorescence polarization activity-based probe | inhibition, % at 5.96 µM | actives 0.68% (n = 320,000); in the data active = inhibition above about 43%;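 note: 0% = enzyme with DMSO and 100% = wells lacking enzyme; many of its hits are not listed in these tables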
ZTA DNA inh: blocks Epstein-Barr virus ZTA, an EBNA-1 counter-screen. actives 0.15% (n = 320,000). ZTA-DNA binding, fluorescence polarization. inhibition, % at 11 µM. AID 2234. P03206; in the data active = inhibition above about 33%
Target sequence (P03206 whole entry, looked up): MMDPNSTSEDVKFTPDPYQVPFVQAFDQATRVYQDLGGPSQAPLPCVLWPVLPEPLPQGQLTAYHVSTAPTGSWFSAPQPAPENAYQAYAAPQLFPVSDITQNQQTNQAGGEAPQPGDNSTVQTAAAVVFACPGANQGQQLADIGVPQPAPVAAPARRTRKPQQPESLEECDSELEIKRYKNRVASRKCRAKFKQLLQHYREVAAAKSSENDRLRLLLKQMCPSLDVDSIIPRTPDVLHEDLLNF
PAFAH2 inh: PAFAH2 enzyme inhibitors, primary screen, biochemical, fluorescence polarization, human; Platelet-activating factor acetylhydrolase 2, cytoplasmic (Homo sapiens), Q99487; recombinant PAFAH2, FP-rhodamine activity probe; inhibition, % at 3.39 µM; actives 0.99% (n = 340,000); AID 492956, 2010;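 active = inhibition above the mean over all tested compounds plus 3 SD, cut at about 30% in these data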;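 note: inhibitors block probe labeling of enzyme so polarization drops; 0% = enzyme with DMSO and 100% = wells lacking PAFAH2 protein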
LYPLA2 inh: LYPLA2 inhibitors, primary screen, counter-screen for PME1 inhibitor project, biochemical, fluorescence polarization, FP-Rh probe ABPP; actives 0.38% (n = 320,000); AID 2177, 2009; inhibition, % at 5.9 µM; recombinant LYPLA2;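 active = inhibition above the screen-wide mean plus 3 SD, limit set per campaign, cut at about 26% in these data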;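 note: 0% = LYPLA2 with DMSO and 100% = wells lacking LYPLA2 enzyme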
Target sequence (O95372 whole entry, looked up): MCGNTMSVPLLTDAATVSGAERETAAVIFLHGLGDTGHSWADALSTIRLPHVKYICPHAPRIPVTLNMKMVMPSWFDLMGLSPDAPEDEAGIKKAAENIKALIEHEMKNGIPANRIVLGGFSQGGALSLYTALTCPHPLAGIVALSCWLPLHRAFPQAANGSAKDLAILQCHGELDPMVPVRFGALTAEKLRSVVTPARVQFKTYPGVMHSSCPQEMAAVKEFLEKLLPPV
pPAFAH FP inh: pPAFAH enzyme inhibitors, primary screen, biochemical, fluorescence polarization, human; inhibition, % at 3.39 µM; recombinant pPAFAH, FP-rhodamine probe fluorescence polarization; Platelet-activating factor acetylhydrolase (Homo sapiens), Q13093; actives 1.5% (n = 330,000);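 active = inhibition above the mean inhibition across the screen plus 3 SD, cut at about 25% in these data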;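 note: inhibitors block binding of the rhodamine activity-based probe so polarization drops; 0% = enzyme with DMSO and 100% = wells lacking pPAFAH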
* = called active by the depositor; . = not tested or not shown. Not all compounds are listed. The share of hits here may be higher or lower than overall.

1	CCN1CCCC1CNC(=O)c1ccc(N2CCCC2=O)cc1 (centres undefined)
2	CCOc1ccc(C(=O)NCC(=O)OCC(=O)N2CCCC2)cc1
3	COc1ccc2cc3cc(C(=O)N4CCN(c5ccccc5)CC4)oc3nc2c1
4	N=C1/C(=C/c2coc3ccccc3c2=O)C(=O)N=C2SC(c3ccco3)=NN12
5	O=C(O)CNC(=O)c1ccc(S(=O)(=O)N2CCOCC2)cc1
6	CN(CC1CCN(CCc2cccc(C(F)(F)F)c2)CC1)C(=O)c1ccc(F)cc1F
7	N#C/C(=C/c1ccc(N2CCOCC2)o1)c1nc2ccccc2[nH]1
8	O=C(CCC1CCCCC1)NCc1ccncc1

Assay by compound	1	2	3	4	5	6	7	8
PAFAH1B2 FP inh	0	-8	-1	.	1	5	-44	2
LYPLA1 counter	-2	-1	-4	-7	3	2	-20	0
EBNA-1 inh	11	-11	-22	3	-1	14	5	11
PAFAH1B3 FP inh	2	6	0	.	4	0	-84	11
PREPL inh	7	0	3	34	10	-1	18	3
ZTA DNA inh	4	-4	4	11	-7	3	5	-7
PAFAH2 inh	-1	4	-2	.	-5	-4	-81	-1
LYPLA2 inh	0	-3	-2	-1	7	9	-51	2
pPAFAH FP inh	2	-2	-7	22	5	4	13	5

9	Cc1cccc(Nc2cnn(C34CC5CC(CC(CC(=O)O)(C5)C3)C4)c(=O)c2Cl)c1
10	COc1cc(/C=C/C(=O)O)cc(S(=O)(=O)Nc2cc(Cl)c(Cl)cc2Cl)c1OC
11	COC(=O)/C=c1/s/c(=C(/C#N)C(=O)NCc2ccccc2)n(-c2ccccc2)c1=O
12	Cc1cccc(OCC(=O)NNC(=O)c2ccccc2OCc2c(C)noc2C)c1
13	c1ccc(-c2nnc(CN3CCN(C(c4ccccc4)c4ccccc4)CC3)o2)cc1
14	CCc1cc(=O)oc2cc(C)cc(OC(C)C(=O)NCCCn3ccnc3)c12 (centres undefined)
15	CCCCOC(=O)c1ccc(OC(=O)N2CCOCC2)cc1
16	COCCn1c(N)c(C#N)c2nc3ccccc3nc21

Assay by compound	9	10	11	12	13	14	15	16
PAFAH1B2 FP inh	8	9	-10	5	10	0	4	3
LYPLA1 counter	0	2	-5	0	0	1	-2	3
EBNA-1 inh	7	10	3	.	3	2	6	-5
PAFAH1B3 FP inh	6	1	7	10	9	0	7	-2
PREPL inh	4	-6	9	-5	13	0	-8	22
ZTA DNA inh	-8	25	-9	2	7	-3	1	-8
PAFAH2 inh	3	16	-24	2	-7	-3	36*	-2
LYPLA2 inh	3	5	-6	2	3	12	3	3
pPAFAH FP inh	6	10	1	0	2	5	94*	4

17	Cc1cc(CN(C)C(=O)c2cc(COc3ccc(C)c(C)c3)on2)on1
18	COc1cc(OC)cc(C(=O)NC(=S)Nc2ccc3[nH]c(=O)[nH]c3c2)c1
19	COc1cccc2cc(C(=O)NCCN3CCOCC3)c(=O)oc12
20	Cc1ccc(-c2nnc(SCC(=O)Nc3nc4c(s3)CCCC4)n2C)cc1
21	C=C(C)c1cccc(C(C)(C)NC(=O)NCC2COCCO2)c1 (centres undefined)
22	Cc1ccc(NC(=O)NCc2cccnc2)cc1Cl
23	CC(=O)N1c2ccc(S(=O)(=O)NCC3CCC(C(=O)N(C)Cc4ccccc4)CC3)cc2CC1C (centres undefined)
24	COc1ccc(-n2c(Cc3cccn3C)nnc2SCC(=O)NCC2CCCO2)cc1 (centres undefined)

Assay by compound	17	18	19	20	21	22	23	24
PAFAH1B2 FP inh	7	3	0	6	8	1	0	9
LYPLA1 counter	1	-4	2	0	3	0	-4	0
EBNA-1 inh	10	-2	6	9	3	1	7	-8
PAFAH1B3 FP inh	2	-1	3	8	5	5	0	-2
PREPL inh	8	-10	-8	6	-2	-1	7	6
ZTA DNA inh	9	11	8	15	-5	0	6	-1
PAFAH2 inh	5	4	7	0	6	-1	4	-1
LYPLA2 inh	-1	-2	5	-4	2	-5	19	1
pPAFAH FP inh	9	2	4	4	3	3	19	0

Full records from above:
Cc1cc(CN(C)C(=O)c2cc(COc3ccc(C)c(C)c3)on2)on1 reads PAFAH1B2 FP inh = 7; LYPLA1 counter = 1; EBNA-1 inh = 10; PAFAH1B3 FP inh = 2; PREPL inh = 8; ZTA DNA inh = 9; PAFAH2 inh = 5; LYPLA2 inh = -1; pPAFAH FP inh = 9
CC(=O)N1c2ccc(S(=O)(=O)NCC3CCC(C(=O)N(C)Cc4ccccc4)CC3)cc2CC1C (centres undefined) reads PAFAH1B2 FP inh = 0; LYPLA1 counter = -4; EBNA-1 inh = 7; PAFAH1B3 FP inh = 0; PREPL inh = 7; ZTA DNA inh = 6; PAFAH2 inh = 4; LYPLA2 inh = 19; pPAFAH FP inh = 19
COc1cc(OC)cc(C(=O)NC(=S)Nc2ccc3[nH]c(=O)[nH]c3c2)c1 reads PAFAH1B2 FP inh = 3; LYPLA1 counter = -4; EBNA-1 inh = -2; PAFAH1B3 FP inh = -1; PREPL inh = -10; ZTA DNA inh = 11; PAFAH2 inh = 4; LYPLA2 inh = -2; pPAFAH FP inh = 2

Continuation.
25	O=C(CN(Cc1ccccc1)C(=O)CCC(=O)Nc1ccccn1)NCCc1ccccc1
26	O=C(NCC1CCCO1)c1cccc(Br)c1 (centres undefined)
27	CN(Cc1nc(-c2cccnc2)no1)S(=O)(=O)c1ccc(Br)cc1
28	CCOC(=O)Cc1csc(N)n1
29	CC12CC3(C)CC(C)(C1)CC(C(=O)NCC(=O)O)(C2)C3
30	Cc1nc(N2CCOCC2)sc1C=O
31	Nc1ccccc1Oc1ncc(C(F)(F)F)cc1Cl
32	CC(=O)NCCc1nc2cc(NC(=O)c3ccccc3)ccc2n1C

Assay by compound	25	26	27	28	29	30	31	32
PAFAH1B2 FP inh	5	-2	15	2	5	-2	4	3
LYPLA1 counter	-2	-6	-1	-2	-4	2	-4	-3
EBNA-1 inh	0	0	-3	-12	-1	-3	-2	6
PAFAH1B3 FP inh	-2	-5	2	-3	1	4	-1	3
PREPL inh	-6	-1	-17	15	17	9	-15	2
ZTA DNA inh	-10	0	2	-5	9	2	1	20
PAFAH2 inh	-3	-5	6	-1	3	4	-2	1
LYPLA2 inh	-2	1	41*	0	-5	4	-2	5
pPAFAH FP inh	4	4	2	-4	2	6	0	5

33	Cc1cc(CN(C)C(=O)CC2C(=O)NCCN2Cc2ccc(-c3ccccc3)cc2)on1 (centres undefined)
34	CC(=O)c1c(C)cc(C)c(CSc2nc(C)cc(=O)[nH]2)c1C
35	Cc1cccc(OCCNc2cc(N3CCN(CCO)CC3)ccc2[N+](=O)[O-])c1
36	O=C(CN1CCCN(Cc2ccc(F)cc2Cl)C1=O)NC1CCCCCCC1
37	C[C@H]1COc2c(C3(N)CC3)c(F)cc3c(=O)c(C(=O)O)cn1c23
38	CCOC(=O)C1C(c2ccc(Cl)cc2)NC(=S)NC1(O)C(F)(F)F (centres undefined)
39	OCCC1CN(Cc2cccn2-c2nccs2)CCN1C1CCCCC1 (centres undefined)
40	CCOc1ccccc1N1CC(C(=O)Nc2cc(Cl)ccc2-n2cncn2)CC1=O (centres undefined)

Assay by compound	33	34	35	36	37	38	39	40
PAFAH1B2 FP inh	2	-1	3	5	.	5	3	6
LYPLA1 counter	-1	2	-1	-3	1	3	-1	0
EBNA-1 inh	-1	-4	-5	4	10	2	-1	0
PAFAH1B3 FP inh	5	4	-5	2	.	3	4	7
PREPL inh	17	20	17	8	3	2	8	9
ZTA DNA inh	-8	-2	-14	11	0	4	-4	0
PAFAH2 inh	-3	3	8	-2	.	0	-6	-3
LYPLA2 inh	4	2	12	3	10	3	1	1
pPAFAH FP inh	9	-4	18	3	1	6	5	-6

41	Cc1c(C)c2ccc(OCC(=O)NCc3ccccn3)cc2oc1=O
42	Cc1[nH]c(C)c(S(=O)(=O)Nc2ccccc2Cl)c1C(=O)N1CCCC1
43	CCN(CC)CCCNc1oc(-c2ccc(OC)c(OC)c2)nc1C#N
44	Cc1ccc(S(=O)(=O)Oc2ccc(/C=N/NC(=O)c3ccncc3)cc2)cc1
45	c1ccc2c(c1)nc(N1CCCCCC1)c1ccccc12
46	COc1ccccc1N/N=C/c1c(CO)cnc(C)c1O
47	CCOC(=O)c1c(C)[nH]c(C(=O)OCC(=O)N2c3ccccc3CC2C)c1C (centres undefined)
48	CCOc1ccccc1NC(=S)N(CCCN1CCOCC1)Cc1cn(C)c2ccccc12

Assay by compound	41	42	43	44	45	46	47	48
PAFAH1B2 FP inh	9	0	1	5	-1	0	3	0
LYPLA1 counter	5	5	2	-9	1	4	-2	-2
EBNA-1 inh	3	-7	-7	5	10	-5	17	-11
PAFAH1B3 FP inh	10	6	6	-7	8	5	4	-2
PREPL inh	2	-2	1	-92	-4	33	-22	2
ZTA DNA inh	10	-16	0	4	20	-26	7	-2
PAFAH2 inh	-1	3	11	1	1	3	3	2
LYPLA2 inh	4	3	-2	-8	3	2	6	3
pPAFAH FP inh	1	3	-5	-1	1	5	4	-2

49	Cc1cccc(OCC(=O)N2CCN(C(=O)c3ccco3)CC2)c1
50	CC(C)c1ccc(S(=O)(=O)N2CCN(C(=O)CN3C(=O)c4ccccc4C3=O)CC2)cc1
51	Cc1ccc(S(=O)(=O)N/N=c2\oc3ccccc3cc2C(=O)Nc2cccc(C)c2)cc1
52	CC(=O)c1ccc2cccc3c2c1N=CN3C
53	CCCCOc1ccc(C(=O)N/C(=C\c2ccc([N+](=O)[O-])cc2)C(=O)OCc2ccco2)cc1
54	COc1ccc(NC(=O)CN(C)S(=O)(=O)c2ccc3c(c2)CC(C)N3C(C)=O)cc1OC (centres undefined)
55	NS(=O)(=O)c1ccc(NC(=O)COC(=O)c2cnccn2)cc1
56	O=C(Nc1cccc(C(F)(F)F)c1)C1CCCN1S(=O)(=O)c1cccc2cccnc12 (centres undefined)

Assay by compound	49	50	51	52	53	54	55	56
PAFAH1B2 FP inh	-6	8	.	7	-7	0	-5	-1
LYPLA1 counter	-1	.	4	0	2	0	0	-4
EBNA-1 inh	-2	.	0	-5	-4	-14	-3	2
PAFAH1B3 FP inh	1	6	.	-1	-5	7	2	3
PREPL inh	0	10	7	9	6	27	4	0
ZTA DNA inh	-1	.	-6	-15	2	-6	-7	0
PAFAH2 inh	2	5	.	5	-13	4	3	4
LYPLA2 inh	3	.	1	-2	1	3	13	-7
pPAFAH FP inh	-7	-3	8	11	16	2	3	3

57	COc1ccc(OCC(=O)N/N=C(\C)CC(=O)Nc2cccc([N+](=O)[O-])c2)cc1
58	CCc1ccc(N2CC(C(=O)OCC(=O)NC3CC3)CC2=O)cc1 (centres undefined)
59	Cc1cc(C)cc(N(CC(=O)N2CCOCC2)S(=O)(=O)c2ccccc2)c1
60	CC(C)OC(=O)CSc1nc(Cc2cccs2)nc2ccccc12
61	COc1ccc(C(=O)NC2CCN(CC(=O)N3CCCCC3)CC2)cc1

Assay by compound	57	58	59	60	61
PAFAH1B2 FP inh	8	2	3	1	0
LYPLA1 counter	1	.	1	-4	-1
EBNA-1 inh	17	.	1	-1	4
PAFAH1B3 FP inh	2	7	3	-1	8
PREPL inh	2	6	-16	5	-2
ZTA DNA inh	6	.	-13	0	9
PAFAH2 inh	5	0	6	0	-4
LYPLA2 inh	6	.	1	2	-6
pPAFAH FP inh	7	12	3	3	0
